High-throughput results deposited in PubChem by National Center for Advancing Translational Sciences (NCATS).
RORg inh: qHTS for inhibitors of ROR gamma transcriptional activity. Drosophila S2 Gal4-RORgamma UAS-luciferase reporter, 20 h. Potency, µM (doses to about 53.6 µM), without a hit: at the top dose activity change, negative = inhibition, usual class: inhibitors. 310,000 tested, 5.4% active. AID 2551, 2010; note: % is set by controls: 0 for no effect and ±100 for the full control effect; nearly all actives have a fitted effect of over 60% in size
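Drosophila S2 cells stably expressing Gal4-DBD/mouse RORγ fusion under metallothionein promoter plus UAS-luciferase; compound 1 h, then 700 uM CuSO4 induction for 20 h at ambient temperature; inhibition read as reduced luminescence.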
NPC1 prom act: qHTS Assay for NPC1 Promoter Activators | Huh7 NPC1 promoter luciferase reporter, 24 h | Potency, µM (titrated, usually from 9.22 µM), without a hit: top-dose activation, usual class: activators | 320,000 tested, 2.4% active;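 note: % of control where 0% means no effect; nearly all actives have a fitted effect of over 60% in size; reporter is driven by a mutant NPC1 promoter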
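Huh7 reporter cells (NPC1 promoter driving luciferase) are dosed with compound for 24 h at 37 °C, 5% CO2; luciferase detection reagent is then added and luminescence measured after 10 min at ambient temperature.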
uPA surface inh: qHTS for Inhibitors of Cell Surface uPA Generation; cell surface uPA generation assay, qHTS; Potency, µM (titrated, usually from 38.3 µM), for inactives: at the highest dose activity change, negative = inhibition, actives largely listed as inhibitors; 330,000 tested, 0.31% active; AID 540303, 2011; active = well fitted inhibition curve with a large enough effect; inconclusive = small, poorly fitted or top-dose-only effect; inactive = no such curve, though single readings can be large or run the other way; tested in mouse RAW 264.7 cells; note: % is set by controls: 0 for no effect and ±100 for the full control effect; nearly all actives have a fitted effect of over 55% in size
MBNL1-CUG inh: qHTS Assay for Inhibitors of MBNL1-poly(CUG) RNA binding; Potency, µM (highest dose often 57.5 µM), for the others: at the top dose activity change, negative = inhibition, actives largely listed as inhibitors; 280,000 tested, 0.036% active; AID 2675, 2010; Muscleblind-like protein 1 (Homo sapiens), Q9NR56; TR-FRET MBNL1-His/biotin-(CUG)12 binding, 665/545 ratio; active = well fitted inhibition curve with a large enough effect in the signal ratio, with a control signal flat, not every such curve was filed as active; inconclusive = small, poorly fitted or top-dose-only effect, or effect the other way, or a change in a side signal; inactive = no such curve, though single readings can be large or run the other way; the % refers to the signal ratio; note: % is set by controls: 0 for no effect and ±100 for the full control effect
Target sequence (Q9NR56 whole entry, looked up): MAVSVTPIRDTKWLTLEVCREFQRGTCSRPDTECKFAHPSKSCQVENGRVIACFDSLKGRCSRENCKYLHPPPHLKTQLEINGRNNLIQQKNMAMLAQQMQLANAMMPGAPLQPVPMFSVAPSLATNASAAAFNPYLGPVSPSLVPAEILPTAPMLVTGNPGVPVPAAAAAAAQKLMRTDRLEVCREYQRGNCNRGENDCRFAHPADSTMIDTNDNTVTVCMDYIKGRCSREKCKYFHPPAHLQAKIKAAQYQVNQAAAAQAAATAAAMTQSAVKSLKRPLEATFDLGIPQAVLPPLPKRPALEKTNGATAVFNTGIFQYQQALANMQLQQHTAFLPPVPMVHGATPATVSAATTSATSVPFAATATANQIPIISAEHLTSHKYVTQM
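Compounds (final 92 nM to 58 uM) are added to His-tagged MBNL1 and biotin-(CUG)12, then terbium anti-His antibody and streptavidin-XL665 (5 nM final). After 60 min at room temperature, the 665/545 nm ratio is read.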
FLuc counter: qHTS profiling assay for firefly luciferase inhibitor/activator using purifed enzyme and Km concentrations of substrates (counterscreen for miR-21 project); Luciferin 4-monooxygenase (Photinus pyralis), P08659; 360,000 tested, 6.9% active; purified FLuc, Km substrates, luminescence inhibition; Potency, µM (series often up to 57.5 µM), for inactives: at the highest dose activity change, negative = inhibition, most hits filed as inhibitors;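 note: plate controls were vehicle for no effect and reference inhibitor for full effect; nearly all actives have a fitted effect of over 55% in size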
Target sequence (P08659 whole entry, looked up): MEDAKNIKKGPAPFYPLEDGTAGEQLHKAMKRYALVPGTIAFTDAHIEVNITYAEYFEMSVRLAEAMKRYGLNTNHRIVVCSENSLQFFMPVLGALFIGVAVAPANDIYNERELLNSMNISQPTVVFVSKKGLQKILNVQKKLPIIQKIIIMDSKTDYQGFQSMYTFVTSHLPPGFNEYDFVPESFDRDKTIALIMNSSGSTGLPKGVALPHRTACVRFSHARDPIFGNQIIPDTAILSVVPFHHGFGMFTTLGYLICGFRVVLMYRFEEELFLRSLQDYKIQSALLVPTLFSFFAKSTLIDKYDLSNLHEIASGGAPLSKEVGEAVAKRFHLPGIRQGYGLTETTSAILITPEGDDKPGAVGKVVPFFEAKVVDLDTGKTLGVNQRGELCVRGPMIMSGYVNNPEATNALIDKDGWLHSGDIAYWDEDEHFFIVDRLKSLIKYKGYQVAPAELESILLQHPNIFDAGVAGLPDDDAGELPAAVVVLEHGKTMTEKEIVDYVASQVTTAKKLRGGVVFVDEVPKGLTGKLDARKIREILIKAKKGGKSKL
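Biochemical qHTS of compounds, final roughly 60 µM downward over six points, against 10 nM purified firefly luciferase using Km concentrations of substrates (10 uM D-luciferin, 10 uM ATP) in Tris acetate pH 7.5 buffer; luminescence output.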
MLL CXXC-DNA inh: qHTS Fluorescence Polarization Assay for Inhibitors of MLL CXXC domain - DNA interaction; Histone-lysine N-methyltransferase 2A (Homo sapiens), Q03164; MLL-CXXC / FITC-HOXA9 DNA fluorescence polarization; Potency, µM (highest dose often 115 µM), for inactives: at the top dose activity change, negative = inhibition, hits mostly inhibitors; 290,000 tested, 0.037% active; active = well fitted inhibition curve with a large enough effect in the polarisation, with a control signal flat, not every such curve was filed as active; inconclusive = small, poorly fitted or top-dose-only effect, or effect the other way, or a change in a side signal; inactive = no such curve, though single readings can be large or run the other way; the % refers to the polarisation
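Purified MLL-CXXC (added from a 7 uM solution) was preincubated 5 min at ambient with pinned compounds in 50 mM Tris-HCl pH 7.5, 50 mM NaCl, 1 mM DTT, 0.05% BSA. Fluorescein-labeled HOX-A9 DNA (50 nM solution) followed, 30 min, then polarization read.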
Gal4-VP16 FLuc: VP16 counterscreen qHTS for inhibitors of ROR gamma transcriptional activity; Drosophila S2 Gal4-VP16 UAS-luciferase, luminescence, 20 h; Potency, µM (titrated, usually from 53.6 µM), for the others: top-dose activity, negative = inhibition, actives largely listed as inhibitors; 310,000 tested, 3.5% active;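 note: Gal4-VP16 expression switched on by copper sulfate through the metallothionein promoter; % is set by controls: 0 for no effect and ±100 for the full control effect; nearly all actives have a fitted effect of over 50% in size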
Rab9 prom act: qHTS Assay for Rab9 Promoter Activators; Huh7 Rab9 promoter-luciferase reporter, luminescence, 24 h; AID 485297, 2010; Potency, µM (highest dose often 9.22 µM), inactives show at the top dose activation, negative = inhibition, usual class: activators; 320,000 tested, 2.8% active; note: % of control where 0% means no effect; nearly all actives have a fitted effect of over 60% in size
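Promoter activation is measured as luciferase luminescence in Huh7 cells stably transfected with a Rab9 promoter–luciferase construct, following 24 h compound exposure at 37 °C and 10 min reagent incubation at ambient temperature.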
ELG1 genotox: qHTS screen for small molecules that induce genotoxicity in human embryonic kidney (HEK293T) cells expressing luciferase-tagged ELG1; HEK293T ELG1-luciferase reporter, luminescence, 16 h; 330,000 tested, 1.3% active; Potency, µM (titrated, usually from 46 µM), for the others: top-dose activity change, positive = activation, usual class: activators; note: % of control where 0% means no effect; nearly all actives have a fitted effect of over 60% in size
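Step 1: seed 2,000 HEK293T ELG1-luciferase cells per well. Step 2: add compound or DMSO, incubate 16 hr at 37 °C. Step 3: ONE-Glo, 30 min at room temperature, read luminescence.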
p53 reactivation: qHTS assay for re-activators of p53 using a Luc reporter | H1299 p53-A138V BP100-luciferase reporter, luminescence, 24 h | Potency, µM (doses to about 92.2 µM), for the others: at the top dose activity change, positive = activation, hits mostly activators | 320,000 tested, 0.063% active; note: % of control where 0% means no effect; nearly all actives have a fitted effect of over 45% in size
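H1299 (p53-null), stable ts p53-A138V + BP100-Luc; 1000 cells/well, Opti-MEM/10% FBS; cpd 4 pt, 1:5; 24 h, 37 deg C, 5% CO2; detection reagent 10 min RT; luminescence.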
BRCA1 expr act: qHTS Assay to Identify Small Molecule Activators of BRCA1 Expression; Potency, µM (highest dose often 46.1 µM), for inactives: at the highest dose activation, usual class: activators; 380,000 tested, 1.1% active; MCF7-BRCA1-FFLuc reporter, luminescence, 48 h; response scale: scaled: vehicle 0%, 10 µM genistein 100%; note: nearly all actives have a fitted effect of over 80% in size; some results filed as inactive show a strong effect at the top dose
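Luminescence from a BRCA1-driven firefly luciferase in MCF7 cells was the read-out, taken 15 min after substrate addition following 48 h compound exposure at 37 °C. Data were normalized to a 10 microM genistein control and DMSO vehicle.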
* marks the source's active call; other numbers are inactive results; u = inconclusive; x = not tested or not shown; & = joins results of further samples; [ ] = dose if it differs, or a comment. Unless noted, calls come from the whole dose curve; as a rule, active = well fitted curve in the direction sought with a large enough effect; inconclusive = small, poorly fitted or top-dose-only effect, or another doubt; inactive = no such curve, though single readings can be large; an effect the other way counts as inactive or inconclusive. Potency is the fitted concentration of half-maximal effect. These rows are one share of the data, so the mix of outcomes need not match the whole.

SMILES	RORg inh	NPC1 prom act	uPA surface inh	MBNL1-CUG inh	FLuc counter	MLL CXXC-DNA inh	Gal4-VP16 FLuc	Rab9 prom act	ELG1 genotox	p53 reactivation	BRCA1 expr act
CCCCN(C)C(=O)c1nc2ccccn2c1CN1CCN(c2cnccn2)CC1	-1%	-2%	0%	1%	-1%	2%	-14%	1%	1%	0%	15%
CC(C)(C)c1ccc(S(=O)(=O)Nc2ccc3c(c2)COC3=O)cc1	u	5%	-6%	-8%	-17%	-9%	-4%	2%	4%	u	-20%
O=c1[nH]c2cc3c(cc2cc1C(c1nnnn1C1CCCC1)N1CCSCC1)OCCO3 (stereo not drawn)	7%[10 µM]	0%	2%	0%	-1%	4%	8%	-3%	8%	-1%	-44%
CCOC(=O)C1CCCN(c2nc3c(C)cccn3c(=O)c2/C=C(\C#N)C(=O)NCc2ccco2)C1 (stereo not drawn)	-17%	-1%	9%	x	-2%	2%	-1%	-2%	-7%	-1%	-5%
O=C(Nc1ccccc1C(=O)O)c1cccc(S(=O)(=O)Nc2ccc(Br)cc2)c1	-32%	-6%	22%	-7%	3%	5%	-3%	0%	1%	x	0%
Brc1cc2c(cc1Cn1c(-c3cncs3)nc3ccccc31)OCO2	-40%	2%	-3%	4%	3%	16%	-4%	-3%	13%	-1%	-10%
CON1C(=O)CN(C(C)=O)C1c1ccc(Cl)cc1Cl (stereo not drawn)	1%	-1%	4%	-1%	u	1%	0%	2%	0%	-10%	0%
Cc1cccc(C)c1OCC(=O)N(Cc1ccc(N(C)C)cc1)C1CCS(=O)(=O)C1 (stereo not drawn)	28%	-1%	-4%	-5%	1%	-7%	0%	-11%	0%	-6%	1%
CCOc1ccc(S(=O)(=O)N2CCOCC2)cc1NC(=O)c1ccc(N2CCCC2=O)cc1	x	-1%	11%	x	3%	x	x	1%	2%	-1%	-12%
COc1ccccc1-n1cnc2cc(C(=O)N3CCOCC3)ccc21	14%	9%	5%	5%	-5%	-3%	-14%	11%	8%	14%	44%
CCOC(=O)c1c(C)nc2c(c1-c1ccc(OC)c(OC)c1)C(=O)c1ccccc1-2	-25%	-1%	2%	u	-3%	19%	-3%	1%	2%	0%	0%
CS(=O)(=O)c1ccc(C(=O)OCC(=O)NC(=O)C2CCCCC2)cc1[N+](=O)[O-]	11µM*	-2%	-19%	u	-4%	-7%	u	1%	6%	-12%	-89%[inhibitor]
COc1cc(NC(=O)c2nccn2C)cc(C(=O)Nc2cccc(C(F)(F)F)c2)c1	-19%	-5%	u	-5%	-18%	1%	-2%	-5%	u	3%	-40%&-26%
C=CCN1C(=O)C(Cc2cccc(C)c2)SC1=Nc1ccc(C(=O)O)cc1 (stereo not drawn)	52%	1%	x	-4%	6%	-14%	1%	-2%	1%	-7%	5%
Cc1ncc(CO)c(/C=N/NC(=S)Nc2ccc(C(C)C)cc2)c1O	0%	-7%	-14%	16%	13µM*	-2%	-7%	1%	-2%	4%	-53%
Cc1ccc2nc(SCC(=O)NCc3ccc4c(c3)OCO4)nc(=O)n2c1	x	-1%	2%	x	9%	x	x	0%	0%	-6%	-12%
COc1ccc(CNC(=O)COc2ccc(OC)cc2)cc1	15%	-6%	-3%	-8%	-2%	-15%	-8%	-2%	-6%	-6%	1%
O=C(CCS(=O)(=O)c1cccc2nonc12)Nc1cccc2c1CCCC2	-1%	-1%	4%	u	3%	16%	0%	-2%	u	1%	0%
CCN(CC(=O)N1CCC(C(N)=O)CC1)S(=O)(=O)c1ccc(Cl)cc1	-19%	-2%	0%	17%	-1%	44%[activator]	3%	13%	10%	2%	-32%
CC(=O)c1ccc(OCC(=O)Nc2ccc3c(c2)CCC3)cc1	2%	0%	2%	-6%	-15%	7%	27%	-3%	2%	-2%	-5%
C=CCn1c(-c2cccc([N+](=O)[O-])c2)n[nH]c1=S	2.2µM*	0%	-4%	u	u	10%	8.9µM*	-1%	-6%	7%	-4%
O=[N+]([O-])c1cccc(-c2ccc(/C=N/NC(=S)Nc3cccc(F)c3)o2)c1	0.89µM*	-12%	-6%	6%	-2%	-5%	7.1µM*	-1%	-1%	-3%	-29%
N=C(N)SCc1nc2ccccc2c(=O)n1-c1ccccc1	2%&2%	15%&21%	-1%&7%	3%&-8%	u	-14%&-7%	u	21%&19%	u	u	36%&17%
CCOc1ccc(/C=C/C(O)=C2/C(=O)N(C)C3(C)CC2c2ccccc2O3)cc1OC (stereo not drawn)	u	-19%	-8%	23%	-4%	2%	5%[10 µM]	-20%	-9%	2%	-50%
Cc1ccccc1N1CCN(C2CCCN(C(=O)CCC3(C)CC3)C2)CC1 (stereo not drawn)	1%	0%	3%	0%	-2%	11%	-1%	12%	-7%	7%	-20%
CNC(=O)C(C)N1c2cccc3cccc(c23)S1(=O)=O (stereo not drawn)	-17%	1%	5%	16%	-2%	0%	-4%	-1%	3%	x	22%
O=C(NC1CCCCC1)c1cc2c(cc1Cl)N1CCCCCC1=NS2(=O)=O	x	-5%	-3%	x	5%	x	x	-3%	-1%	-5%	-2%
CCCn1c(SCC(=O)NC(=O)NC(C)(C)C)n[nH]c1=O	-4%	-3%	13%	-2%	0%	13%	8%	-2%	5%	0%	-27%
Cc1cc(-c2nnc(CCC(=O)NC(c3ccccc3)c3ccccc3)o2)no1	23%	6%	9%	-10%	u	0%	-15%	u	u	13%	54%
CCNC(=S)N/N=C1\C(=O)c2cccc3cccc1c23	3.2µM*	7%	-2%	16%	4%	10%	4.5µM*	7%	2%	0%	-58%
CCC(C(=O)NC(C)c1ccccc1)C(=O)NC(C)c1ccccc1 (stereo not drawn)	-16%	-3%	-3%	-8%	-1%	-4%	2%	-2%[1.84 µM]	-6%	-6%	-7%
O=C(N/N=C/c1ccccn1)c1ccc(Br)cc1	6.3µM*	u	-8%	40%[activator]	11µM*	-2%	3.2µM*	u	u	u	-60%
O=C(c1ccc2nc[nH]c2c1)N1CCN(c2cccc(Cl)c2)CC1	12%	-30%	10%	8%	0%	-3%	-8%	-15%	-10%	-3%	1%
CCOC(=O)c1csc(NC(=O)c2ccc(OC)c(OC)c2)n1	-1%	-3%	-9%	32%[activator]	-1%	1%	-10%	0%	5%	-5%	2%

An excerpt from above in order of their number in p53 reactivation, largest number first:
| Compound | p53 reactivation |
| --- | --- |
| Cc1ccccc1N1CCN(C2CCCN(C(=O)CCC3(C)CC3)C2)CC1 (stereo not drawn) | 7% |
| O=C(c1ccc2nc[nH]c2c1)N1CCN(c2cccc(Cl)c2)CC1 | -3% |
| CCC(C(=O)NC(C)c1ccccc1)C(=O)NC(C)c1ccccc1 (stereo not drawn) | -6% |

3 entries from above, with values under each structure:
Every second line gives: RORg inh | NPC1 prom act | uPA surface inh | MBNL1-CUG inh | FLuc counter | MLL CXXC-DNA inh | Gal4-VP16 FLuc | Rab9 prom act | ELG1 genotox | p53 reactivation | BRCA1 expr act
- CC(=O)c1ccc(OCC(=O)Nc2ccc3c(c2)CCC3)cc1
    2% | 0% | 2% | -6% | -15% | 7% | 27% | -3% | 2% | -2% | -5%
- CCC(C(=O)NC(C)c1ccccc1)C(=O)NC(C)c1ccccc1 (stereo not drawn)
    -16% | -3% | -3% | -8% | -1% | -4% | 2% | -2%[1.84 µM] | -6% | -6% | -7%
- CCN(CC(=O)N1CCC(C(N)=O)CC1)S(=O)(=O)c1ccc(Cl)cc1
    -19% | -2% | 0% | 17% | -1% | 44%[activator] | 3% | 13% | 10% | 2% | -32%
